NCOA1 inh: human NCOA1 inhibition; Q15788; HEK293 GAL4-SRC1 luciferase reporter, luminescence; inhibition, % at 3.6 µM; 360,000 tested, 0.12% active; AID 588354;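 active = inhibition above the campaign mean plus 3 SD, with each screening campaign given its own cutoff, cut at about 60% in these data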;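 note: 0% = DMSO treated cells and 100% = gossypol at 36 µM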
Target sequence (Q15788 whole entry, looked up, the tested form may be a part): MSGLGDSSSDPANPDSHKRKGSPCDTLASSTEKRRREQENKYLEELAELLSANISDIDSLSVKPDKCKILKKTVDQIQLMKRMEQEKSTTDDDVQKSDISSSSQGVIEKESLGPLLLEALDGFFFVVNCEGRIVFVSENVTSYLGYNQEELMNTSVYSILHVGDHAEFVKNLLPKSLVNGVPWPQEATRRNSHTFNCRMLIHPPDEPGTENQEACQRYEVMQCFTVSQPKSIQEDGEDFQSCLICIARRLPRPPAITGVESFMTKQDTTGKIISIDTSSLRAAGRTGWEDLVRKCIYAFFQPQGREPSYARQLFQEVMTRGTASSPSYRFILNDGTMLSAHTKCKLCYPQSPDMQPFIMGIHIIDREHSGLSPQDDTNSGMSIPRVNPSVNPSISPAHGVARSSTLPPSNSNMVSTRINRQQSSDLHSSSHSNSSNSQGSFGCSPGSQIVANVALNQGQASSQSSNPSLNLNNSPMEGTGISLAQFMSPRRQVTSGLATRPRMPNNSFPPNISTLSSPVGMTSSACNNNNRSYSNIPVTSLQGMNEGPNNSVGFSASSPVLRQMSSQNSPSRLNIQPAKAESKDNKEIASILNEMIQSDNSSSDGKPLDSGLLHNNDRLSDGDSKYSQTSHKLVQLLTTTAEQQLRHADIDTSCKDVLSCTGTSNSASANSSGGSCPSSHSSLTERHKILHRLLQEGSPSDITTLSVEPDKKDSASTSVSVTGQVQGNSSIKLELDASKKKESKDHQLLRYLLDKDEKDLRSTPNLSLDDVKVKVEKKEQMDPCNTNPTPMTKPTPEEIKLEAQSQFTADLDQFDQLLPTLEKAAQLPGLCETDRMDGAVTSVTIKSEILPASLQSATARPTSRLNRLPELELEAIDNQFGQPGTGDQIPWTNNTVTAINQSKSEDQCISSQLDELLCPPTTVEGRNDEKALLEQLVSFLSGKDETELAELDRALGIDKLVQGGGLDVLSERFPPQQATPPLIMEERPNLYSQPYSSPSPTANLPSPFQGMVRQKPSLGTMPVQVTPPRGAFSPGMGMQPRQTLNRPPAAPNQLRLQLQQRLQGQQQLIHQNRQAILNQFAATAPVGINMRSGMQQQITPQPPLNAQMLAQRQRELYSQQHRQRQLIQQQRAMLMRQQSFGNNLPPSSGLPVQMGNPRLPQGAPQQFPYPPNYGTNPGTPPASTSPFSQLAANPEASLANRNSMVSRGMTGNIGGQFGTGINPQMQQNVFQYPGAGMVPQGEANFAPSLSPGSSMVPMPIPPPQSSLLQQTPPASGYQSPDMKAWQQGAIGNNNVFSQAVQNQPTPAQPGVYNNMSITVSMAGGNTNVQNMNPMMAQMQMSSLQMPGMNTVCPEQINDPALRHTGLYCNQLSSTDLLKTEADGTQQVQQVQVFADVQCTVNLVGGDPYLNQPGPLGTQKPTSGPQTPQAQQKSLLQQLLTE
LMP1 NFkB inh: reduces LMP1-driven NF-kappaB luciferase signal. LMP1-induced NF-kappaB luciferase reporter cells, luminescence. inhibition, % at 12.5 µM. 350,000 tested, 0.69% active; in the data active = inhibition above about 41%; inconclusive = no clear call, values can overlap the other calls;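 note: 0% = neutral control wells and 100% = reference inhibitor control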
COUP-TFII inh: blocks human COUP-TFII nuclear receptor; HEK293T NGFI-A luciferase reporter, luminescence; P24468; inhibition, % at 8.6 µM; 370,000 tested, 0.7% active;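 active = inhibition above a per-plate cutoff, mean inhibition of test wells between control levels plus 3 SD, cut at about 38% in these data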;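 note: cells cotransfected with COUP-TFII expression vector driving the NGFI-A reporter; 0% = median of COUP-TF2 test wells and 100% = reporter-only cells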
C8 TRAIL sens: caspase-8 TRAIL sensitization | NB7+C8 cells + TRAIL, ATPlite viability luminescence | inhibition (viability loss, TRAIL sensitization), % at 10 µM | 360,000 tested, 1% active;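 active = compounds causing at least 50% loss of cell viability in the single-dose screen, relative to plate controls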
TROY NFkB inh: inhibitors of TROY-dependent NF-kB signaling. inhibition, % at 10 µM. AID 1347056. Q293 LMP1-TROYcd NF-kB luciferase reporter, 4 h. 360,000 tested, 0.98% active;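 active = compounds whose plate-normalised and pattern-corrected inhibition of the luciferase reporter signal at the single screening dose is 50% or more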
NCOA3 inh: inhibitors of human steroid receptor coactivator 3 (SRC3); Q9Y6Q9; HEK293 GAL4-SRC3 luciferase reporter, luminescence; inhibition, % at 3.6 µM; 360,000 tested, 0.17% active;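 active = inhibition above a per-campaign cutoff, the mean of all compounds plus 3 SD, cut at about 60% in these data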;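 note: 0% = DMSO-treated cells and 100% = gossypol-treated cells at 36 µM; higher means less SRC3-driven luciferase light from the GAL4 reporter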
NOD2 RIPK2 PPI: blocks binding of human NOD2 to RIPK2; O43353; CHO BLA complementation NOD2-RIPK2, CCF4 ratio; inhibition, % at 4.98 µM; 360,000 tested, 0.38% active; in the data active = inhibition above about 21%;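 note: 0% = vehicle only and 100% = reference blocker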
NCOA2 inhibitor: inhibits human steroid receptor coactivator 2; 370,000 tested, 0.17% active; Q15596; inhibition, % at 9 µM; HEK293 GAL4-SRC2 luciferase reporter, luminescence;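 active = inhibition above the mean inhibition of all tested compounds plus 3 SD, set per campaign, cut at about 52% in these data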;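 note: 0% = DMSO treated cells and 100% = cells given Gossypol at 36 µM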
Vif inh: HIV Vif inhibition | HEK293T cells, Vif self-association by quenched fluorescence, imaging, 24 h | inhibition, % at 7.49 µM | 340,000 tested, 0.35% active; in the data active = inhibition above about 50%, passing the limit was not always enough; inconclusive = no clear call, values can overlap the other calls; inactive = below about 31%; note: some results filed as inactive read as strong as hits
NR5A2 inv ag: suppresses constitutive activity of human LRH-1; HEK293T StAR-luciferase reporter, LRH-1 transfected, 24 h; inhibition, % at 3.6 µM; 360,000 tested, 0.13% active; AID 602396;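 active = inhibition above the mean inhibition of all tested compounds plus 3 SD, cut at about 73% in these data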;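 note: 0% = DMSO wells and 100% = reporter-only cells lacking LRH-1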
TLR9-MyD88 inh: inhibitors of human TLR9-MyD88 binding. Q9NR96+Q99836. CHO BLA complementation TLR9-MyD88, CCF4 FRET ratio. inhibition, % at 4.98 µM. 340,000 tested, 0.21% active. AID 504734;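 active = inhibition above the mean over all tested compounds plus 3 SD, cut at about 21% in these data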;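 note: 0% = DMSO only wells and 100% = clavulanate BLA inhibitor control wells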
* = called active by the depositor; ? = inconclusive; . = not tested or not shown. This is a subset; the hit share may differ from the screen's.

(1) COc1cccc(CN2CCNC(=O)C2CC(=O)N(C)C2CCCCC2)c1OC (stereo not drawn)
(2) O=C(NC(=S)Nc1ccc(S(=O)(=O)N2CCCC2)cc1)C1CCC1
(3) O=C(O)CC(CC(=O)Nc1ccc(N2CCOCC2)cc1)c1ccccc1 (stereo not drawn)
(4) O=C(NCC(=O)N1CCCCCCC1)c1ccc(Cl)cc1
(5) COc1cccc(OC)c1OCCCCCCN1CCN(C)CC1
(6) CCc1ccc(/C=C2/Sc3ccccc3N(CC(=O)NCC3CCCO3)C2=O)cc1 (stereo not drawn)
(7) Cc1cc(C(=O)OC(C)C(=O)Nc2nc(-c3ccccc3)cs2)c(C)o1 (stereo not drawn)
(8) CC1Oc2ccccc2OC1C(=O)Nc1nccs1 (stereo not drawn)
(9) CCN(CC)CCNCc1ccc(Br)cc1OCC(=O)NCc1ccccc1
(10) Cc1cccc(NC(=O)c2cnn(-c3ccc(F)cc3)c2C2CCNCC2)c1C

screen / no. | 1 | 2 | 3 | 4 | 5 | 6 | 7 | 8 | 9 | 10
NCOA1 inh | -61 | -8 | -27 | -33 | -23 | 8 | -7 | -20 | 2 | 14
LMP1 NFkB inh | -7 | -7 | 5 | -7 | 5 | . | -12 | -5 | -2 | 10
COUP-TFII inh | 5 | 17 | 9 | -10 | 9 | 14 | -15 | -7 | -9 | -10
C8 TRAIL sens | -3 | 5 | -7 | 5 | 1 | -4 | 15 | 2 | -5 | -6
TROY NFkB inh | -6 | -6 | 10 | -36 | -6 | -30 | 12 | -36 | 4 | -4
NCOA3 inh | 12 | 19 | 2 | -7 | 8 | 22 | -4 | -15 | -11 | 4
NOD2 RIPK2 PPI | -8 | -4 | -3 | -9 | -12 | 13 | -9 | 1 | 7 | -9
NCOA2 inhibitor | -32 | 5 | -3 | -56 | 4 | -9 | -20 | -18 | 0 | 5
Vif inh | 4 | -5 | -3 | 8 | 7 | -4 | . | -4 | -5 | -4
NR5A2 inv ag | 10 | 38 | 9 | -28 | 19 | 16 | -4 | 17 | -18 | -1
TLR9-MyD88 inh | -5 | -3 | 0 | -11 | 0 | 4 | -6 | -15 | 4 | 9

(11) COc1ccccc1-n1c(O)c(C=NCc2ccccn2)c2ccccc2c1=O
(12) CCn1cc(C(=O)N[C@H](C(=O)NCCCN2CCOCC2)C(C)C)c(=O)c2cc3c(cc21)OCO3
(13) COc1ccc(CC(=O)O/N=C(\N)Cc2ccc(OC)cc2)cc1
(14) CCOc1ccccc1NC(=O)N1CCCC1C(=O)Nc1ccc(NC(C)=O)cc1 (stereo not drawn)
(15) COC(=O)CN1C(=O)COc2ccc(S(=O)(=O)NCc3ccc(F)cc3)cc21
(16) CCOc1ccc(CCN2C(=S)N([C@@H](CC(C)C)CN3CCCC3CN3C(=S)NC[C@@H]3Cc3ccccc3)C[C@@H]2CC(C)C)cc1 (stereo partly drawn)
(17) COC(=O)c1ccc(COc2cc([N+](=O)[O-])cc3cccnc23)o1
(18) O/N=C/c1ccnc(SCc2ccccc2)n1
(19) O=C(NCc1cccnc1)c1cnc2sccn2c1=O
(20) CCC(=O)Nc1cc(-c2nn3c(C)nnc3s2)ccc1C

screen / no. | 11 | 12 | 13 | 14 | 15 | 16 | 17 | 18 | 19 | 20
NCOA1 inh | 11 | -2 | 9 | 10 | 13 | . | 6 | -68 | -22 | -13
LMP1 NFkB inh | 10 | -15 | 6 | -2 | 2 | . | 14 | -7 | -37 | -7
COUP-TFII inh | -26 | 6 | -25 | -28 | 1 | 27 | 11 | -8 | 12 | -12
C8 TRAIL sens | -5 | -3 | 18 | -2 | -8 | 15 | -2 | -3 | -21 | -9
TROY NFkB inh | 18 | 9 | 10 | 18 | 0 | 20 | -10 | -69 | -2 | -4
NCOA3 inh | 26 | 9 | -8 | 23 | 22 | . | 6 | -29 | 1 | 8
NOD2 RIPK2 PPI | 14 | -6 | 4 | 7 | -2 | -3 | -8 | 1 | -7 | -1
NCOA2 inhibitor | -13 | -19 | 7 | 6 | -1 | -29 | -44 | -54 | 3 | -2
Vif inh | 9 | -3 | 9 | 7 | 10 | . | 0 | 6 | . | -3
NR5A2 inv ag | 13 | -4 | -7 | 10 | 6 | -1 | 9 | -99 | 4 | 4
TLR9-MyD88 inh | 7 | 12 | -11 | -29 | 12 | . | -5 | -5 | 3 | 0

(21) CC12C=CC3(CN(Cc4ccccc4)C(=O)C3C1C(=O)NC1CC1)O2 (stereo not drawn)
(22) Cc1ccc(NC(=O)C2C(C(=O)O)C3C=CC2C32CC2)cc1 (stereo not drawn)
(23) COc1cccc(OC)c1OCC(O)CN1CCN(c2ccccc2)CC1 (stereo not drawn)
(24) O=S(=O)(Nc1nc(SCc2ccc(Cl)cc2)n[nH]1)c1ccccc1
(25) COc1ccc(CNC(=O)C(c2ccccc2F)N(C(=O)c2csnn2)C2CC2)cc1 (stereo not drawn)
(26) O=C(Nc1nn[nH]n1)c1cc(-c2ccc(Cl)c(Cl)c2Cl)nc2ccccc12
(27) COc1ccc(NS(=O)(=O)c2cc(N)ccc2N2CCOCC2)cc1
(28) CCC(NC(=O)c1ccccc1NC(=O)c1ccccc1)C(=O)NNC(=O)c1cccnc1 (stereo not drawn)
(29) CC1CCN(C(=O)c2[nH]cnc2C(=O)Nc2nccs2)CC1
(30) O=C(Nc1cccc2nsnc12)c1ccc2c(c1)OCCO2

screen / no. | 21 | 22 | 23 | 24 | 25 | 26 | 27 | 28 | 29 | 30
NCOA1 inh | 3 | -14 | -2 | 3 | -28 | 11 | -8 | -15 | -9 | -69
LMP1 NFkB inh | 5 | 1 | -6 | 3 | -2 | -9 | -5 | -2 | 15 | -5
COUP-TFII inh | 8 | 17 | 10 | 7 | -5 | -5 | -16 | 7 | 8 | -41
C8 TRAIL sens | -11 | 0 | 7 | 4 | 12 | -8 | 13 | -14 | 12 | 13
TROY NFkB inh | -3 | -11 | -14 | 15 | -13 | 20 | -14 | -12 | 1 | -28
NCOA3 inh | 6 | 3 | -13 | -4 | 5 | 18 | 1 | -2 | 7 | -52
NOD2 RIPK2 PPI | 2 | -5 | 0 | -4 | -1 | -3 | -4 | -9 | 6 | 15
NCOA2 inhibitor | -1 | -5 | -11 | -26 | 3 | -2 | 4 | 10 | 1 | -36
Vif inh | -1 | 7 | -6 | -8 | 4 | ? | 8 | 0 | -1 | -9
NR5A2 inv ag | -14 | 9 | 8 | -41 | 14 | 18 | 2 | -5 | -9 | -92
TLR9-MyD88 inh | -3 | 4 | -4 | . | 0 | -6 | -2 | -3 | -10 | -1

(31) COCCn1nnnc1CN(CCc1ccc(OC)c(OC)c1)Cc1cc2ccc(C)cc2[nH]c1=O
(32) Cc1nc2scc(C)n2c(=O)c1S(=O)(=O)NCc1ccccc1Cl
(33) COC(=O)C1=C(C)NC(=O)NC1c1ccc(-c2ccc(Cl)cc2)o1 (stereo not drawn)
(34) Cc1ccc(S(=O)(=O)N2CCCC2C(=O)NCc2ccccc2F)cc1 (stereo not drawn)
(35) CSc1nc2ccc(S(=O)(=O)Nc3c(C)n(C)n(-c4ccccc4)c3=O)cc2s1
(36) Cc1cc(C(=O)Nc2ccccc2C(=O)O)ccc1NC(=O)COc1ccccc1Cl
(37) CCCCSc1nc2ccccc2n1CC(=O)O
(38) O=C(Cc1ccccc1)NS(=O)(=O)c1ccccc1
(39) COc1ccc(CNC(=O)C2CC(=O)N(c3ccc(OCC(=O)N4C(C)CCCC4C)cc3)C2)cc1 (stereo not drawn)
(40) CN1CCN(C(=O)Cn2ncc3c([nH]c4ccccc43)c2=O)CC1

screen / no. | 31 | 32 | 33 | 34 | 35 | 36 | 37 | 38 | 39 | 40
NCOA1 inh | 8 | 1 | 10 | 14 | -48 | 3 | -16 | 1 | 4 | -4
LMP1 NFkB inh | -1 | -1 | 11 | 0 | -10 | 11 | -13 | . | 3 | 5
COUP-TFII inh | 1 | 2 | 8 | 18 | 12 | -8 | 7 | 11 | -2 | 13
C8 TRAIL sens | -5 | -1 | 2 | -2 | -8 | -7 | -1 | -6 | -17 | 0
TROY NFkB inh | -6 | -9 | 13 | -10 | 4 | 36 | 2 | -14 | 5 | -19
NCOA3 inh | -16 | 6 | 8 | 11 | 22 | -4 | -9 | 6 | 4 | -5
NOD2 RIPK2 PPI | -18 | -2 | -6 | -3 | -11 | -11 | -3 | -4 | -12 | -6
NCOA2 inhibitor | -3 | -49 | 19 | -14 | -10 | -1 | 0 | 6 | -15 | -4
Vif inh | -5 | -3 | 4 | -4 | 2 | -5 | -1 | -2 | 6 | 14
NR5A2 inv ag | 6 | -13 | -6 | 11 | 19 | -22 | 9 | 9 | 3 | -8
TLR9-MyD88 inh | 4 | 6 | 8 | -6 | -1 | 0 | 4 | . | -1 | 8

Of the compounds above, 6 have a Cl atom:
(4) O=C(NCC(=O)N1CCCCCCC1)c1ccc(Cl)cc1
(24) O=S(=O)(Nc1nc(SCc2ccc(Cl)cc2)n[nH]1)c1ccccc1
(26) O=C(Nc1nn[nH]n1)c1cc(-c2ccc(Cl)c(Cl)c2Cl)nc2ccccc12
(32) Cc1nc2scc(C)n2c(=O)c1S(=O)(=O)NCc1ccccc1Cl
(33) COC(=O)C1=C(C)NC(=O)NC1c1ccc(-c2ccc(Cl)cc2)o1 (stereo not drawn)
(36) Cc1cc(C(=O)Nc2ccccc2C(=O)O)ccc1NC(=O)COc1ccccc1Cl

screen / no. | 4 | 24 | 26 | 32 | 33 | 36
NCOA1 inh | -33 | 3 | 11 | 1 | 10 | 3
LMP1 NFkB inh | -7 | 3 | -9 | -1 | 11 | 11
COUP-TFII inh | -10 | 7 | -5 | 2 | 8 | -8
C8 TRAIL sens | 5 | 4 | -8 | -1 | 2 | -7
TROY NFkB inh | -36 | 15 | 20 | -9 | 13 | 36
NCOA3 inh | -7 | -4 | 18 | 6 | 8 | -4
NOD2 RIPK2 PPI | -9 | -4 | -3 | -2 | -6 | -11
NCOA2 inhibitor | -56 | -26 | -2 | -49 | 19 | -1
Vif inh | 8 | -8 | ? | -3 | 4 | -5
NR5A2 inv ag | -28 | -41 | 18 | -13 | -6 | -22
TLR9-MyD88 inh | -11 | . | -6 | 6 | 8 | 0

Carrying on:
(41) CC(C)CC(=O)N1CCN(Cc2ccccc2Br)CC1
(42) NNC(=O)C1CCCn2c1nc1sc3c(c1c2=O)CCCC3 (stereo not drawn)
(43) O=C(C1CCN(c2ccc(N3CCOCC3)nn2)CC1)N1CCc2ccccc2C1
(44) CCCn1cnc2c(c1=O)c1nc3ccccc3nc1n2CCc1ccccc1
(45) COC(=O)c1ccc(OCC(=O)c2ccccc2)cc1

screen / no. | 41 | 42 | 43 | 44 | 45
NCOA1 inh | -50 | -5 | 5 | 4 | -117
LMP1 NFkB inh | 7 | -44 | -9 | -16 | 32
COUP-TFII inh | 3 | 7 | -15 | 14 | -29
C8 TRAIL sens | -13 | 56* | 12 | 1 | 3
TROY NFkB inh | -3 | -6 | 5 | -26 | -17
NCOA3 inh | 8 | 4 | 3 | 1 | -100
NOD2 RIPK2 PPI | -4 | -6 | 3 | -5 | 0
NCOA2 inhibitor | -19 | -2 | -19 | -22 | -60
Vif inh | -3 | . | . | -6 | 7
NR5A2 inv ag | 5 | -1 | -21 | -27 | -199
TLR9-MyD88 inh | 5 | 6 | 0 | 0 | 1
